Shn3 3UTR inh: inhibitors of Schnurri-3 3'UTR reporter in osteoblasts. AID 588674. 360,000 compounds, 0.52% hits. inhibition, % at 12.5 µM. Clone20 osteoblast Shn3 3'UTR firefly luciferase, 24 h;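 active means mean inhibition of at least 75% with every replicate also reaching 75%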;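 further: 0% = median of neutral control wells and 100% = pilot-screen positive control compound; some compounds past the cut are filed as inactive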
NR2E3 ag-1: agonists of human NR2E3 nuclear receptor | Q9Y5X4 | CHO-S Gal4-NCOR/VP16-NR2E3 two-hybrid, luciferase | inhibition of corepressor binding, % at 3.98 µM | 360,000 compounds, 0.35% hits | AID 602229;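 active means inhibition above the mean of all tested compounds plus 3 SD, cut at about 70% in these data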;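 further: 0% = DMSO with NR2E3 transfected cells and 100% = cells lacking NR2E3 construct; higher means lower luciferase signal from less NR2E3 corepressor binding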
Target sequence (Q9Y5X4 whole entry, looked up, the tested form may be a part): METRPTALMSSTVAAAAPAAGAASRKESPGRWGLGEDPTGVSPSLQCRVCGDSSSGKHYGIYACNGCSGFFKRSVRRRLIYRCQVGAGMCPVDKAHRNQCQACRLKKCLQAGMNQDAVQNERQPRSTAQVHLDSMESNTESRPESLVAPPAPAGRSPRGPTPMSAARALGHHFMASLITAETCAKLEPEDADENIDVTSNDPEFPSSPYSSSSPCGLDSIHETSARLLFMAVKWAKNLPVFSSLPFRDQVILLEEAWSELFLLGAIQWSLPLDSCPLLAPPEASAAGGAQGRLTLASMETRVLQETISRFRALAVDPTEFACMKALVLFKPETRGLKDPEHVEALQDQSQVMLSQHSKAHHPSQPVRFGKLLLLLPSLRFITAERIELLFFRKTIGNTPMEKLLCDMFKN
KKLEB tox: counter-screen for CF NF-kB inhibitors: cytotoxicity; KKLEB CF airway cells viability, ATPlite luminescence, overnight; hits give low values; cells stimulated with P. aeruginosa culture filtrate; activity change (cytotoxicity), % at 5 µM; 360,000 compounds, 0.36% hits;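 active means corrected activity change at or below -50% at 5 µM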
TRPM1 prom inh: MITF TRPM1 promoter inhibition in SK-MEL-5 cells | SK-MEL-5 TRPM1 promoter luciferase, 24 h | inhibition, % at 12.5 µM | 330,000 compounds, 0.83% hits;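 active means mean inhibition across replicates of 60% or more, whatever share of single replicates reaches that level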; further: values of inactives mirror those of a sister screen read the other way
TWEAK-Fn14 inh: blocks TWEAK-Fn14 interaction in a reporter cell assay. 360,000 compounds, 2% hits. inhibition, % at 10 µM. TWEAK-stimulated Fn14 reporter cells, luciferase luminescence, 8 h; in the data active means inhibition above about 50%
CF NFkB inh: inhibitors of cystic fibrosis induced NF-kB | AID 588850 | 360,000 compounds, 0.86% hits | inhibition, % at 5 µM | KKLEB NF-kB-GFP reporter, PAF-induced, GFP fluorescence overnight;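 active means at least 50% inhibition at 5 µM, scaled per plate between neutral and stimulator controls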;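 further: PAF is a Pseudomonas aeruginosa culture filtrate used as stimulus; plate controls were PAF-stimulated DMSO wells for no effect and unstimulated DMSO wells for full effect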
C8 TRAIL sens: caspase-8 TRAIL sensitization; inhibition (viability loss, TRAIL sensitization), % at 10 µM; 360,000 compounds, 1% hits; NB7+C8 cells + TRAIL, ATPlite viability luminescence; AID 624354;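 active means compounds causing at least 50% loss of cell viability in the single-dose screen, relative to plate controls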
NR2E3 ag-2: agonists of human nuclear receptor NR2E3; AID 2300; 320,000 compounds, 0.12% hits; Q9Y5X4; GST-NR2E3/biotin-RetCOR TR-FRET, 1536-well; inhibition of corepressor binding, % at 4.78 µM;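 active means percent inhibition above the cutoff of mean plus 3 SD of all tested compounds, set per screening campaign, cut at about 20% in these data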;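 further: 0% = DMSO wells and 100% = biotin wells as full block of FRET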
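Assay system: NR2E3–RetCOR corepressor complex. Quantity: 1.35 nM GST-NR2E3. Buffer or medium: pH 7.5 Tris-based buffer. Reagent: biotinylated RetCOR corepressor at 7 nM final. Schedule: 5 h at 4 °C. Detection: TR-FRET, emission read at 617 and 671 nm. Replicates: one well per compound, singlicate testing.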
TROY NFkB inh: inhibitors of TROY-dependent NF-kB signaling; Q293 LMP1-TROYcd NF-kB luciferase reporter, 4 h; inhibition, % at 10 µM; 360,000 compounds, 0.98% hits; AID 1347056;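 active means compounds whose plate-normalised and pattern-corrected inhibition of the luciferase reporter signal at the single screening dose is 50% or more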
Peg3 promoter: Peg3 promoter activity inhibition. 360,000 compounds, 1.7% hits. HeLa PEG-Prom luciferase reporter, luminescence, overnight. inhibition, % at 20 µM;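 active means inhibition of at least 50% at 20 µM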
HIF-2a inh: inhibitors of HIF-2a; AID 624352; inhibition, % at 18.8 µM; 360,000 compounds, 0.72% hits; 786-0 RCC cells HIF-2a reporter, luciferase luminescence, overnight;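 active means inhibition of the luminescence signal of 40% or more relative to plate controls, in a single-dose primary screen at 18.75 µM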
The depositor's hits bear a star; · = not tested or not shown; & = joins results of further samples. Some of the compounds tested; count on the stated rates, not on these rows.

mol	CF NFkB inh	HIF-2a inh	KKLEB tox	Peg3 promoter	TROY NFkB inh	TRPM1 prom inh	TWEAK-Fn14 inh	Shn3 3UTR inh	NR2E3 ag-2	C8 TRAIL sens	NR2E3 ag-1
COc1ccc(-n2c(=O)c3c4c(sc3n(CC(N)=O)c2=O)CCCCC4)cc1	-2	23	4	14	-22	8	-2	9	-1	-17	16
CC1(C(=O)NS(=O)(=O)c2ccccc2)CCN1C(=O)Cc1ccc(Cl)cc1Cl (configuration not stated)	-4	10	-1	-3	-14	·	9	59	·	-7	16
O=S(=O)(Nc1ccc(O)c2ccccc12)c1cccs1	86*	13	-8	21	28	58	82*	24	1	6	9
CCOc1ccc(Cl)cc1CNCCCSc1nc(C)cc(C)n1	18	20	0	-8	1	-4	9	53	5	-15	10
Cc1ccccc1NC(=S)N(C)Cc1cn(C)c2ccccc12	-9	19	4	13	-12	-3	3	23	-2	0	-11
CC(=O)C1=C(C)N(Cc2ccccc2)C(=O)N[C@H]1c1ccco1	-9	17	14	12	-14	-9	7	-13	-2	0	-25
Cn1cc(-c2ccc(Cl)cc2)cc(C#N)c1=O	-3	3	-23	-5	3	-1	0	16	3	3	-4
COC(=O)C(C)N(c1ccc(C)cc1)S(=O)(=O)c1c(C)[nH]c(=O)[nH]c1=O (configuration not stated)	9	18	10	3	-16	-9	6	-28	5	13	-7
COc1ccc2c(c1)CCCC(Br)C2=O (configuration not stated)	13	-19	-13	3	10	8	-14	4	·	4	3
CCSc1nnc(NC(=O)C2C3CCC(C3)C2C(=O)O)s1 (configuration not stated)	12	3	-7	9	1	-2	-4	-4	5	4	-15
COc1ccc(Nc2ncnc3ccc(Br)cc23)cc1OC	48	22	-11	7	7	-16	6	11	-5	1	-46
Cc1ccc(CNC(=O)c2cc3c(=O)n4ccccc4nc3n(CC3CCCO3)c2=N)cc1 (configuration not stated)	-5	29	-15	-7	-13	10	-78	-1	2	12	-11

Full records as entered above. Values in the order: CF NFkB inh	HIF-2a inh	KKLEB tox	Peg3 promoter	TROY NFkB inh	TRPM1 prom inh	TWEAK-Fn14 inh	Shn3 3UTR inh	NR2E3 ag-2	C8 TRAIL sens	NR2E3 ag-1
CC1(C(=O)NS(=O)(=O)c2ccccc2)CCN1C(=O)Cc1ccc(Cl)cc1Cl (configuration not stated) is entered as -4	10	-1	-3	-14	·	9	59	·	-7	16
COc1ccc2c(c1)CCCC(Br)C2=O (configuration not stated) is entered as 13	-19	-13	3	10	8	-14	4	·	4	3

(more compounds)
mol	CF NFkB inh	HIF-2a inh	KKLEB tox	Peg3 promoter	TROY NFkB inh	TRPM1 prom inh	TWEAK-Fn14 inh	Shn3 3UTR inh	NR2E3 ag-2	C8 TRAIL sens	NR2E3 ag-1
O=[N+]([O-])c1ccc(/C=N/Nc2ncc(-c3ccccc3)cn2)cc1	4	-3	-12	-1	-16	-10	10	-3	·	-10	-10
C/C=C/c1ccc(OCC(=O)Nc2cc(S(=O)(=O)N3CCOCC3)ccc2N2CCCC2)c(OC)c1	14	3	3	4	6	14	0	14	2	-2	-8
O=C(N/N=C/c1cc(Br)cs1)C(O)c1ccccc1 (configuration not stated)	16	-13	0	5	-12	-9	-14	-10	2	-10	-28
CCCOc1ccc(Cc2c(O)nc(SC)[nH]c2=O)cc1	7	7	13	5	-12	7	4	-3	2	-7	2
COc1ccccc1NC(=O)C1=C(C)Nc2nnnn2C1c1ccncc1 (configuration not stated)	-4	16	8	0	-26	3	-1	-7	-4	0	0
Cc1ccccc1NC(=O)Cc1nc(COC(=O)c2ccccn2)cs1	9	5	-7	11	18	0	4	-15	1	-12	-24
Cc1cccc(N2CCN(C(=O)c3cccc(NC4=NC5CS(=O)(=O)CC5S4)c3)CC2)c1C (configuration not stated)	3	3	6	-1	16	·	20	-9	2	12	-4
C=CCn1c(COc2ccccc2F)nnc1SCC(=O)Nc1cc(C)on1	11	6	-14	0	7	-17	-20	-22	0	1	-14
CN(C(=O)CSc1nncc2ccccc12)c1ccccc1	16	-22	-8	-12	-14	·	32	-9	·	-10	12
COc1ccc(SCCN2CCN(C)CCC2=O)cc1	4	-4	9	-6	-12	-8	-9	-37	·	-4	-19
O=C(O)COc1ccc(-c2nnn(CC(=O)O)n2)cc1	-3	5	3	8	3	0	6	15	0	1	-10
O=S(=O)(Nc1cccc(S(=O)(=O)N2CCOCC2)c1)c1cccs1	0	12	-1	8	-23	-18	10	-4	1	20	-3
COc1ccccc1NCCC(=O)OCC(=O)NC1CCCCC1	10	1	4	1	-6	16	-12	-8	-1	-10	-13
O=C(/C=C/c1ccc(F)cc1)Nc1ccc(S(=O)(=O)Nc2ncccn2)cc1	11	10	-8	-6	-1	0	7	-20	-1	10	16
Cc1c(NC(=O)C2CC(c3c(F)cccc3Cl)=NO2)c(=O)n(-c2ccccc2)n1C (configuration not stated)	-8	0	-6	-1	6	12	-3	12	5	-12	-15
Cc1c(Cl)cccc1NC(=O)CSc1nc2ncc(Cl)cc2[nH]1	62*	-12	-7	4	27	-1	6	8	1	7	-14
CC(C)CN(C(=O)COC(=O)c1cnccn1)c1c(N)n(Cc2ccccc2)c(=O)[nH]c1=O	4	5	-1	13	5	10	9	-10	-4	13	17
CN(CCOc1ccc(Br)cc1)CC(O)c1ccccc1 (configuration not stated)	18	3	5	9	-4	-14	5	4	2	4	-11
Cc1cc(NC(=O)c2ccc(NC(=O)C(C)C)cc2)no1	-8	-132	-3	-74	-45	-36	-4	-20	2	-1	-2
CC(C)CN(C(=O)CSc1nnnn1C)C1CCS(=O)(=O)C1 (configuration not stated)	6	16	9	2	2	0	-6	-17	0	-5	6
Cc1nn(Cc2ccc(C(=O)N3N=C(C(F)F)CC3(O)C(F)F)cc2)c(C)c1[N+](=O)[O-] (configuration not stated)	-3	6	17	21	7	5	-16	3	2	1	-38
COc1ccc(C(=O)NNC(=O)C2CCCN(C3CC(=O)N(c4ccccc4)C3=O)C2)cc1 (configuration not stated)	-20	22	5	10	2	1	-10	-7	2	-6	20
CCOc1ccccc1NC(=O)Cn1c(C)cc(COC)c(C#N)c1=O	6	16	-5	7	-5	-4	-6	-8	0	2	-23
Cc1cc(NC(=O)COc2ccccc2C(N)=O)no1	0	-154	-6	-110	-41	-34	10	-39	·	22	-56
Cc1ccc(Cl)cc1N1CCN(C(=O)c2ccc(NC3=NC4CS(=O)(=O)CC4S3)cc2)CC1 (configuration not stated)	9	1	-6	-14	2	3	-4	-1	2	15	-2
Cc1ccc(-n2c(C)c(C)c3c(NCCN(C)C)ncnc32)cc1	1	-29	0	-15	-4	-10	10	3	2	-2	-11
O=C(CCNS(=O)(=O)c1ccccc1)OCC(=O)c1ccc[nH]1	-15	8	9	-16	-17	4	-12	-11	2	4	4
O=C1CCCc2c1nc(-c1ccccc1F)n2O	-6	17	4	8	6	18	7	2	-2	20	-15
CCN1CCN(C(C)C(=O)Nc2c(C)n(C)n(-c3ccccc3)c2=O)CC1 (configuration not stated)	11	19	-10	8	-9	8	7	-11	-1	3	-6
O=C1C2C(C(=O)N1/N=C/c1ccc([N+](=O)[O-])o1)C1C=CC2C12CC2 (configuration not stated)	-7	13	6	-2	-16	22	49	-99	1	10	2
O=C(N[C@@H](Cc1ccccc1)C(=O)OCc1ccccc1)c1nc[nH]c1C(=O)N1CCNCC1	21	12	-17	-11	-6	-11	7	-12	·	25	24
O=C(Cn1cnc2ccccc2c1=O)NCCC(=O)Nc1ccc2c(c1)OCCO2	5	23	2	-9	11	1	29	-7	1	-13	6
CCCn1c(N)c(C(=O)CSc2ncc(C(F)(F)F)cc2Cl)c(=O)[nH]c1=O	5	14	0	17	28	-4	-24	40	-3	18	-28
C/C(=N/NS(=O)(=O)c1ccc(F)cc1)c1ccc(NC(=O)c2ccc(C)o2)cc1	5	-122	9	-56	-49	-23	-12	-49	0	9	-70
NNC(=O)c1ccc(COc2ccc3c(c2)CCC3)o1	-1	-87	-11	-77	-83	-17	-3	-115	2	-4	-173
CC(C)(C)c1ccc(C2(C)NC(=O)N(CC(=O)NCc3cccs3)C2=O)cc1 (configuration not stated)	5	22	-2	15	-24	-11	0	13	1	-2	-21
Cc1nnc(NC(=O)CCSCCC(=O)Nc2nnc(C)s2)s1	10	4	3	1	-17	1	-8	8	2	-13	-9
CCOC(=O)CN=C/C(C(C)=O)=C(/C)O	5	8	6	8	-12	0	-10	-8	4	3	-2
Cc1cccc(C)c1OCC(=O)NC(Cc1c[nH]c2ccccc12)C(=O)O (configuration not stated)	4	6	-1	11	-5	-3	-12	-1	0	1	4
COc1ccc(C(=O)c2ccccc2)cc1Br	12	-28	-6	-20	-35	-4	-10	1	-2	-3	-7
CCN(CC)c1ccc(/C=N/NC(=O)c2ccco2)cc1	31	-122	-20	-120	16	-9	64*	-14	-5	52*	-173
Cc1ccc(NC(=O)c2noc3c2CCCCC3)cc1C	-18	-285	19	-280	30	-47	20	0	-2	17	-57
CC(C)C(=O)N1CCN(c2ccc(NC(=O)c3ccco3)cc2Cl)CC1	-4	-40	-2	-31	7	-23	12	-11	0	-8	-26
Cc1nn(C(=O)c2nn(C)cc2[N+](=O)[O-])c(C)c1Cl	15	5	1	2	5	4	4	1	1	-1	-15
COc1ccc(OCCNc2cc(N3CCOCC3)ccc2[N+](=O)[O-])cc1	18	-25	-14	-2	5	7	-5	6	2	-1	-16
CN(CCCNC(=O)c1ccccc1F)CCCNC(=O)c1ccccc1F	13	18	-6	8	12	1	2	-112	-1	-12	-19
O=[N+]([O-])c1ccc(COP(=O)(O)OCc2ccc([N+](=O)[O-])cc2)cc1	-4&14	16&2	7&-13	7&2	-9&18	·	15&-8	-8&11	2	8&4	-3&-18
C=CCNC(=O)NC(=O)COC(=O)/C(C#N)=C/c1cc(C)n(CCC(C)C)c1C	-9	0	-16	-6	11	-6	-22	7	2	-1	-17
Cc1ccc(Sc2ccc(NC(=O)c3ccc(F)cc3)cc2C#N)cc1	-22	-73	12	-2	21	·	-8	15	·	10	-24
Cc1ccccc1-n1nc2c(c1NC(=O)c1cccc(F)c1)CS(=O)C2 (configuration not stated)	-2	3	-16	5	6	·	-2	-1	1	-13	-1
O=C(Nc1ccc(C(=O)O)cc1)/C(=C\c1ccccc1)NC(=O)c1ccccc1	-3	17	13	12	13	-1	5	-15	2	-13	11
C[C@H]1CN([C@@H](C)CO)S(=O)(=O)c2ccc(Br)cc2O[C@H]1CN(C)C(=O)Cc1ccccc1	4	11	6	3	4	·	15	-20	·	0	-39
Cc1sc(NC(=O)c2ccco2)c(C(c2cccnc2)N2CCC(C)CC2)c1C (configuration not stated)	14	24	-7	15	1	21	5	-13	-3	-8	5

High-throughput results from PubChem.
